Screening results (PubChem)
Glyco luc inh: N-linked glycosylation inhibition; AID 588692; D54 ERlucT glycosylation luciferase reporter, 24 h; percent of 100 nM tunicamycin response; actives 0.23% (n = 360,000); reporter increase, % at 12.5 µM;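 active = mean luciferase reporter signal, scaled so untreated is 0 and the glycosylation-blocking control 100, at or above a set limit in every replicate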;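 also: luciferase carries N-glycosylation sites so blocking glycosylation raises the light; 0% = median of neutral control wells and 100% = median of 100 nM tunicamycin wells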
m5-HT2A agonist: mouse HTR2A agonism via beta-arrestin recruitment. activation, % at 7.6 µM. CHO-K1 mHTR2A beta-arrestin complementation, luminescence; percent of 30 µM serotonin response. actives 0.66% (n = 360,000);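 active = activation above a run cutoff, the mean activation of all tested compounds plus 3 SD, cut at about 14% in these data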;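 also: 0% = plate median of compound wells and 100% = 30 µM serotonin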
aDG glyco up: alpha-DG glycosylation activation; Pro5-aDG cells, alpha-DG glycosylation AlphaScreen (IIH6); 0% Pro5, 100% B10-LARGE cell signal; activation, % at 10 µM; actives 0.22% (n = 360,000); AID 624168;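 active = activation of at least 8% versus controls, or a plate z-score of at least 8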;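 also: Pro5 are CHO cells carrying HIG-tagged alpha-DG that lacks glycosylation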
PDI inh: inhibitors of human protein disulfide isomerase | PDI insulin aggregation turbidity, A650, 90 min | actives 0.052% (n = 350,000) | inhibition, % at 10 µM;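 active = mean inhibition across replicates of 30% or more, whatever share of single replicates reach that level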;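 also: absorbance from insulin aggregation driven by PDI reduction with DTT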
Cardio protect: protects H9c2 cardiomyocytes from peroxide injury | H2O2 injury protection, ATPLite, 2 h | actives 0.63% (n = 360,000) | protection from H2O2 cell death, % at 20 µM;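 active = compounds giving at least 50% protection of heart cells from peroxide-induced death in the single-dose screen, raw or plate-pattern-corrected value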;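 also: 0% = DMSO wells with peroxide and 100% = DMSO wells without peroxide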
Vif imaging: HIV Vif inhibition | HEK293T cells, Vif self-association by quenched fluorescence, imaging, 24 h | inhibition, % at 7.49 µM | actives 0.35% (n = 340,000); in the data active = inhibition above about 50%, passing the limit was not always enough; also: some results filed as inactive read as strong as hits
CaV13 FRET inh: Primary screen for inhibitors of IQ motif and Ca2+-dependent inactivation inhibitor domain binding in CACNA1D, Förster resonance energy transfer in living cells, …; HEK cells, CFP/YFP FRET ICDI-IQ, plate reader, 10 min; percent FRET-ratio fall versus neutral wells; inhibition, % at 12.3 µM; actives 0.098% (n = 340,000);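 active = mean replicate inhibition of at least 30% and at least 1% of replicates passing that level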;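 also: 0% = median of the neutral control wells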
MC4R antagonist: human MC4R antagonism in cAMP assay | inhibition, % at 6.5 µM | P32245 | actives 0.48% (n = 360,000) | AID 540295 | MC4R-expressing cells, MTII-stimulated cAMP, LANCE TR-FRET;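 active = inhibition above its plate's cutoff, the mean of tested wells on that plate plus 3 SD, cut at about 29% in these data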;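 also: 0% = Melanotan II alone and 100% = Melanotan II plus saturating MCL0020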
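Assay system: human MC4R-expressing U2OS cells; reagent: Melanotan II stimulation of cells; dosing: 6.5 µM single dose; timing: compound 30 min, challenge 1 h, detection 1 h; signal: TR-FRET cAMP assay; replicates: one well per compound, no replicates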
ABCB6 inh MLPCN: blocks the human ABCB6 transporter; Q9NP58; K562-ABCB6 porphyrin accumulation, flow cytometry, 1 h; stronger effect = lower value; fluorescence ratio to DMSO, % at 10 µM; actives 0.19% (n = 360,000); AID 602162;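 active = fluorescence ratio to DMSO below 75%, the collection mean minus 3 SD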;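 also: signal is porphyrin accumulated inside mitochondria; 100% equals median channel fluorescence of DMSO control wells; lower ratio means ABCB6 inhibition with less porphyrin fluorescence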
Target sequence (Q9NP58 whole entry, looked up): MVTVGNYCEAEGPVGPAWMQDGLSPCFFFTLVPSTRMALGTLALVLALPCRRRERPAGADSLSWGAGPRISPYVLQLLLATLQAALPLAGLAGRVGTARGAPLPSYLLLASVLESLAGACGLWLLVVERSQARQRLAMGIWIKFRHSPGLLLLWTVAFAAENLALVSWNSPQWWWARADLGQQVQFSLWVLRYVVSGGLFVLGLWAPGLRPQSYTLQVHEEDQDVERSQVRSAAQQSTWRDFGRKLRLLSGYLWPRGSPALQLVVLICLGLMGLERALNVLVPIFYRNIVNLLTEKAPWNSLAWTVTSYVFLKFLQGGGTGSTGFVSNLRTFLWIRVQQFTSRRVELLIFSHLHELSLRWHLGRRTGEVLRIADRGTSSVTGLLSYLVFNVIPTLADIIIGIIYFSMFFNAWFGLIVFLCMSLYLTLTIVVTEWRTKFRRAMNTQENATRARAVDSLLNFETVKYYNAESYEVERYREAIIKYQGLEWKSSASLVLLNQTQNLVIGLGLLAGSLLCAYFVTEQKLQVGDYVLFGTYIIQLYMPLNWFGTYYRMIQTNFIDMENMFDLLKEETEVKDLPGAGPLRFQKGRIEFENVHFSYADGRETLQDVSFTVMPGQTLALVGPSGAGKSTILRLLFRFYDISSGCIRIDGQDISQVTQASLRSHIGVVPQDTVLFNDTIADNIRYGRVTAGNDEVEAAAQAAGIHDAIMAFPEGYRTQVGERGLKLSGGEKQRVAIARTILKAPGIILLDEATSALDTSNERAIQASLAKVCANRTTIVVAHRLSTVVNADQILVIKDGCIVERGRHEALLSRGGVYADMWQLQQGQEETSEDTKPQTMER
MC4R ag barr: activates human MC4R beta-arrestin recruitment. P32245. U2OS MC4R beta-arrestin complementation, luminescence; percent of melanotan II response, DMSO zero. activation, % at 8.9 µM. actives 0.98% (n = 360,000);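 active = activation above a per-plate cutoff, the mean activation of sample wells on that plate plus 3 SD, cut at about 8% in these data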
Numbers without * were called inactive; / = no result given.

item	structure	Glyco luc inh	m5-HT2A agonist	aDG glyco up	PDI inh	Cardio protect	Vif imaging	CaV13 FRET inh	MC4R antagonist	ABCB6 inh MLPCN	MC4R ag barr
1	Cc1cc(=O)[nH]c2ccc(S(=O)(=O)NC3CCCCC3)cc12	12.3	-3.7	-0.1	-1.9	6.5	0.5	/	3.5	99.0	-0.2
2	COc1ccc(CNc2cccc3[nH]c(C(F)(F)F)nc23)cc1	-3.2	-6.8	-0.1	-3.2	-11.3	-8.5	-17.2	-0.5	101.0	-0.3
3	COC(=O)c1cccc(C(=O)N2CCCC(C(=O)c3cccc(OC(C)C)c3)C2)c1 (configuration not stated)	-0.9	-6.2	0.0	-2.3	-6.3	3.5	-4.4	3.7	99.0	-3.7
4	COc1ccc(N2C(=O)/C(=C\c3ccco3)N=C2SCC(=O)N(C(C)C)C(C)C)cc1Cl	-5.3	2.5	0.8	16.0	5.6	-5.8	-4.5	2.4	89.0	-1.4
5	CNC(=O)c1cc2c(s1)-c1ccccc1CC2	2.2	-9.5	-0.4	-0.6	5.5	-11.8	-7.0	1.1	97.0	-3.0
6	C[C@@H]1CN([C@@H](C)CO)C(=O)c2cc(Br)cnc2O[C@H]1CN(C)C(=O)c1ccncc1	1.5	0.6	0.3	-15.4	7.7	14.2	-9.1	5.1	102.0	0.3
7	O=C(c1ccc(S(=O)(=O)N2CCCC2)cc1)N1CCC(CN2C(=O)c3cccc4cccc(c34)C2=O)CC1	-0.5	0.6	-0.3	3.3	6.6	4.5	-15.0	14.4	97.0	0.9
8	COC(=O)c1cccc(Nc2nc(-c3ccncc3)nc3ccccc23)c1	-5.6	3.3	-0.1	-5.3	40.2	3.7	-3.2	16.2	95.0	-0.4
9	CCCCCCCCNC(=O)CC(NS(=O)(=O)c1ccc(NC(C)=O)cc1)C(C)C (configuration not stated)	-0.1	3.4	0.1	3.9	2.6	-0.8	-2.8	4.7	95.0	-0.7
10	O=C(COC(=O)c1ccc[nH]c1=O)NC1CCCC1	1.4	-4.2	-0.2	-0.8	3.5	19.1	-8.0	-0.3	90.0	0.4
11	COc1ccc2c(Cl)c(C(=O)NC3CCS(=O)(=O)C3)sc2c1 (configuration not stated)	-2.1	-0.6	-0.3	-0.1	9.0	1.3	/	-2.6	97.0	-1.6
12	COc1ccc(CCN2CC34C=CC(O3)C(C(=O)NCc3ccccc3)C4C2=O)cc1OC (configuration not stated)	2.3	-2.0	-0.2	-3.7	-3.4	2.3	-4.9	1.1	93.0	-2.3
13	CCCOc1ccc(-c2c(=O)n(OCC(=O)OCC)c3ccccc3[n+]2[O-])cc1	5.1	1.6	-0.3	-4.8	-10.5	-5.9	-5.5	0.0	97.0	0.0
14	O=c1[nH]c2ccccc2c(O)c1-c1ccccc1[N+](=O)[O-]	0.4	2.0	0.0	-1.6	-4.1	-5.8	-3.6	-0.6	99.0	-3.7
15	Cc1ccc2c(c1)N(C(=O)CCC(=O)NC1CCN(Cc3ccccc3)CC1)CC(C)O2 (configuration not stated)	-0.7	1.4	0.2	/	3.9	2.5	-6.4	4.1	94.0	-1.1
16	COc1ccc2c(C(=O)c3ccc(C)cc3)n(Cc3ccc(C(N)=O)cc3)[n+]([O-])c2c1	3.5	2.8	0.5	4.8	2.7	3.8	-5.1	1.0	93.0	-1.8
17	C#CCOCCOCCOCCNc1nc(N2CCN(C(=O)[C@H](CCCCN)n3cc(CN)nn3)CC2)nc(N2CCN(C(=O)[C@H](CCC(=O)O)n3cc(CN)nn3)CC2)n1	3.1	-4.4	0.5	1.1	2.8	/	-4.6	4.0	100.0	-0.7
18	Cc1ncc(CN2CCCC(CCC(=O)NCc3ccccc3F)C2)s1 (configuration not stated)	-2.4	-4.6	-0.2	-7.3	2.2	0.6	-11.3	20.5	108.0	-2.0
19	C#CCSc1nc2ccccc2n1C(=O)c1ccc(S(=O)(=O)N2CCCCC2)cc1	2.3	4.7	-0.3	4.6	1.1	-2.7	-14.7	0.8	97.0	-0.3
20	O=C(COc1ccc2ccc(=O)oc2c1)Nc1c(Cl)cccc1C(F)(F)F	0.7	0.5	0.0	7.4	4.8	-8.1	-6.0	10.7	100.0	-0.3
21	CN(Cc1ccc(Cl)cc1Cl)C(=O)C1CSC2(C)CCC(=O)N12 (configuration not stated)	0.0	-2.0	0.0	-3.1	-3.1	4.6	-12.9	5.7	100.0	-0.2
22	O=[N+]([O-])c1ccc(COc2cccc3cccnc23)cc1	-0.6	-3.9	-0.1	-12.7	9.3	0.0	-4.6	11.2	95.0	-1.9
23	COc1cc(/C=N/NC(=S)NCc2ccccc2)ccc1OCC#N	-2.0	1.2	0.4	-11.4	9.2	6.6	-2.1	1.1	86.0	-1.6
24	Cc1cccc(C)c1OCCCN1CCCC1	1.2	3.8	0.0	5.0	-5.7	-0.7	-5.3	14.8	103.0	1.8
25	Cc1ccc(CNC(=O)c2cc(-c3ccccc3)nn2Cc2cc(C)no2)cc1	-2.9	-11.6	0.0	-0.8	1.0	-4.5	-4.8	15.3	95.0	0.6
26	Cc1nc2ccccc2c(=O)n1/N=C/c1ccccc1OC(F)F	2.8	3.8	-0.1	-2.8	2.1	-9.0	-3.6	14.1	102.0	-1.1
27	CC(C)Cn1cnc2c(SCCc3ccccc3)nc(N)nc21	-2.8	-1.7	0.3	5.0	-4.9	-10.4	-5.7	3.5	97.0	-2.4
28	Cc1ccccc1C(=O)NNC(=O)c1ccc(F)cc1	0.6	-3.3	0.6	4.2	3.1	-19.0	-4.8	0.2	97.0	2.1
29	COc1ccccc1/C=N/N1C(=O)C2C3C=CC(CC3)C2C1=O (configuration not stated)	1.0	2.9	-0.4	2.9	4.5	-3.5	-4.7	-3.6	100.0	1.3
30	Cn1nccc1C(=O)N1CCOCC1	0.1	-0.4	0.3	-4.0	-4.9	-2.7	-10.6	6.3	100.0	2.0
31	O=C(CSc1ncc(-c2ccccc2)n1-c1ccccc1)NCc1ccco1	-1.6	-1.9	0.1	4.2	-0.6	-7.8	-9.4	8.4	96.0	-0.9
32	CC1CCN(c2c(NCc3ccc(C(=O)NCc4ccco4)cc3)c(=O)c2=O)CC1	-0.3	-6.0	0.0	-3.0	-9.3	15.2	-5.9	7.6	100.0	-1.3
33	Cc1ccccc1C(=O)Nc1ccc(CN2CCOCC2)cc1	0.4	2.1	0.0	19.5	-6.2	-4.7	-5.6	-0.4	98.0	2.4
34	CC(=O)N1CCN(CCN(CC2C(C)C=C(C)CC2C)C(C)=O)CC1 (configuration not stated)	2.9	1.4	0.0	-0.4	4.8	5.0	-5.6	-1.8	86.0	0.9
35	CCN1CCN(c2ccc(S(=O)(=O)N3CCCCC3)cc2NC(=O)CC(C)c2ccccc2)CC1 (configuration not stated)	-2.7	-3.1	0.2	-17.0	12.8	/	-5.9	3.8	93.0	-0.3
36	COCc1cc(C)nc(N2CCOCC2)c1C#N	-4.6	1.9	-0.1	0.5	-0.3	0.1	-5.3	7.5	96.0	-1.2
37	O=C(Cc1ccccc1)Nc1ccc(C(=O)NCC2COc3ccccc3O2)cc1 (configuration not stated)	-1.1	-1.1	-0.2	-13.7	2.3	-0.9	-4.5	4.2	80.0	0.3
38	Cc1nc(=O)c(-c2ccccc2)c(C)n1-c1ccccc1	1.5	2.0	0.0	1.0	0.9	5.0	-0.9	30.9*	99.0	1.8
39	Cc1cnc(C(=O)Nc2ccc3c(c2)CCC3)cn1	-12.7	3.4	0.2	-6.8	-7.5	26.7	-0.5	-3.6	89.0	2.0
40	COc1ccc(NC(=O)c2ccc(-c3ccc(F)cc3)o2)cc1OC	6.4	-4.6	-0.3	2.7	2.7	-6.1	-5.5	-3.2	100.0	0.4
41	CN(Cc1ccccc1)C(=O)Cn1nnc(-c2ccccc2)c1COc1ccc2ccccc2c1	-2.9	1.6	0.2	-0.6	-5.6	-23.3	-5.0	8.1	96.0	0.7
42	CC(Sc1nc2ccccc2c(=O)n1CC1CCCO1)C(=O)N(C)c1ccccc1 (configuration not stated)	1.2	-4.0	0.2	-1.9	23.6	-31.8	-0.7	4.5	97.0	-0.5
43	CCC1CCCCN1Cc1nc(Cc2ccccc2Cl)no1 (configuration not stated)	0.3	1.8	-0.2	-6.3	6.4	3.9	-5.4	1.6	98.0	-0.1
44	O[C@@H]1CN(Cc2cccs2)[C@@H](c2ccc(Cl)cc2)C[C@H]1n1cc(C2CC2)nn1	0.1	1.7	0.0	4.0	-6.1	-1.7	-6.3	3.8	97.0	-0.8
45	O=C(Cc1ccc(S(=O)(=O)N2CCOCC2)s1)NC1CCCCC1	2.4	-3.6	0.6	7.3	1.9	-11.0	-14.9	-2.2	100.0	-1.5
46	CC1CCCN(S(=O)(=O)c2ccccc2[N+](=O)[O-])C1 (configuration not stated)	0.0	-2.6	0.1	-4.0	6.6	-2.8	-3.9	3.9	100.0	0.1
47	Cn1cccc1Cc1nnc(SCC(=O)Nc2ccc(Cl)cc2)n1-c1ccc(F)cc1	-0.8	1.8	-0.1	/	5.2	-0.9	-10.2	14.3	102.0	3.2
48	CCOC(=O)N1CCN(C(=O)CN(C)S(=O)(=O)c2ccc(OC)c(OC)c2)CC1	3.1	3.7	0.0	-1.0	17.0	5.4	-1.1	-0.8	101.0	0.9
49	O=C1NC2(c3ccccc3)NC(=O)NC2(c2ccccc2)N1 (configuration not stated)	0.1	-3.5	-0.2	-0.7	1.6	21.9	-8.4	0.3	100.0	0.5
50	COCc1nnc(NS(=O)(=O)c2c(C)cc(C)cc2C)s1	-0.1	-0.5	-0.3	0.9	-5.1	27.2	-4.4	2.9	100.0	1.3

The listing continues:
item	structure	Glyco luc inh	m5-HT2A agonist	aDG glyco up	PDI inh	Cardio protect	Vif imaging	CaV13 FRET inh	MC4R antagonist	ABCB6 inh MLPCN	MC4R ag barr
51	CC(C)c1ccc(S(=O)(=O)N2CCN(C(=O)C3CC3C)CC2)cc1 (configuration not stated)	-0.5	1.1	0.2	3.6	-6.3	/	-4.9	7.1	118.0	-0.9
52	COc1ccccc1NC(=O)N1CCCC1C(=O)Nc1ccc2c(c1)OCCO2 (configuration not stated)	1.9	-3.3	-0.2	-10.7	4.3	2.3	3.5	12.6	97.0	-0.1
53	O=C(CN1CCCCC1)N1CCCc2ccccc21	0.0	-1.9	-0.2	6.6	1.4	4.3	-8.3	2.8	97.0	-1.2
54	Cc1ccc2oc(=O)c(/C=C(\O)CC(C)C)nc2c1	-2.5	3.2	0.0	-2.2	23.7	-5.3	-5.1	7.0	91.0	-0.7
55	COc1ccccc1/C=C/C(=O)NCC(=O)N/N=C/c1ccc(C(=O)O)cc1	-1.8	2.5	0.0	3.7	1.0	5.3	-2.4	1.1	103.0	-1.1
56	Cc1cccc(NC(=O)C2CC3CCC2C3)c1C (configuration not stated)	-0.7	2.9	-0.2	-12.1	-4.6	-8.4	-4.8	8.4	97.0	3.0
57	CC1(C)CC(=O)C=C(NC2CCCCC2)C1	-0.5	1.0	0.2	1.2	10.2	-4.5	-9.1	-2.5	93.0	-0.9
